eLon inh – inhibitors of E. coli Lon protease, primary screen, biochemical, fluorescence polarization. P0A9M0. inhibition, % at 7.94 µM. purified E. coli Lon protease. hit rate 0.42% among 360,000. AID 602123, 2011; in the data active = inhibition above about 13%, passing the limit was not always enough;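 also: 0% = enzyme with probe and DMSO and 100% = no enzyme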
FAS-TE inh – FAS thioesterase domain inhibitors, primary screen, biochemical, fluorescence intensity, uHTS. recombinant FAS-TE, OMFH fluorogenic substrate, fluorescence endpoint. hit rate 0.67% among 360,000. inhibition, % at 15 µM. Fatty acid synthase (Homo sapiens), P49327;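 active = compounds whose normalised, plate-corrected inhibition of enzyme fluorescence in the single-dose primary screen is 50% or more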;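 also: 0% = DMSO with enzyme and 100% = substrate without enzyme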
PABP1 MLLE inh – inhibitors of PABP1 MLLE–PAM2 peptide binding, primary screen, biochemical, fluorescence polarization, FITC-PAM2, GST-MLLE. Polyadenylate-binding protein 1 (Homo sapiens), P11940. inhibition, % at 20 µM. hit rate 0.36% among 360,000; in the data active = inhibition above about 35%, passing the limit was not always enough;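 also: plate controls were DMSO wells with GST-MLLE for no effect and wells lacking GST-MLLE protein for full effect; some results filed as inactive read as strong as hits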
CSN inh – inhibitors of CSN-mediated cullin deneddylation, primary screen, biochemical, fluorescence polarization, uHTS | inhibition, % at 12.5 µM | AID 651999, 2013 | Purified CSN, SCF-Nedd8-OG deneddylation | hit rate 0.38% among 360,000;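 active = pattern-corrected inhibition above about 35%, with an unprinted fluorescence ratio check between 0.5 and 1.5, limit read from the data, passing the limit was not always enough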;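 also: 0% = enzyme with substrate and 100% = substrate without enzyme; some results filed as inactive read as strong as hits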
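Material: purified human Csn5 enzyme expressed in HEK293T cells / Medium: Tris buffer pH 7.5, NaCl, DTT, Tween-20, trehalose, ovalbumin / Compound dosing: 12.5 µM single point / Schedule: 90 min incubation of compound, enzyme and substrate at room temperature / Signal: fluorescence polarization of the substrate / Control set: no-enzyme wells high, enzyme-with-substrate wells low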
MsrA inh – bovine MsrA enzyme inhibitors, primary screen, biochemical, absorbance, HTS. Methionine sulfoxide reductase A (Bos taurus). purified bovine MsrA, absorbance read-out. hit rate 0.75% among 360,000. inhibition, % at 15.5 µM. AID 651718, 2012; in the data active = inhibition above about 4.5%;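 also: 0% = vehicle wells with enzyme and 100% = reference inhibitor wells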
Rin1-Abl PPI inh – inhibitors of Rin1-Abl protein binding, primary screen, biochemical, TR-FRET; inhibition, % at 7.35 µM; hit rate 0.4% among 360,000; in the data active = inhibition above about 5%, passing the limit was not always enough
Target sequence (P00519 whole entry, looked up): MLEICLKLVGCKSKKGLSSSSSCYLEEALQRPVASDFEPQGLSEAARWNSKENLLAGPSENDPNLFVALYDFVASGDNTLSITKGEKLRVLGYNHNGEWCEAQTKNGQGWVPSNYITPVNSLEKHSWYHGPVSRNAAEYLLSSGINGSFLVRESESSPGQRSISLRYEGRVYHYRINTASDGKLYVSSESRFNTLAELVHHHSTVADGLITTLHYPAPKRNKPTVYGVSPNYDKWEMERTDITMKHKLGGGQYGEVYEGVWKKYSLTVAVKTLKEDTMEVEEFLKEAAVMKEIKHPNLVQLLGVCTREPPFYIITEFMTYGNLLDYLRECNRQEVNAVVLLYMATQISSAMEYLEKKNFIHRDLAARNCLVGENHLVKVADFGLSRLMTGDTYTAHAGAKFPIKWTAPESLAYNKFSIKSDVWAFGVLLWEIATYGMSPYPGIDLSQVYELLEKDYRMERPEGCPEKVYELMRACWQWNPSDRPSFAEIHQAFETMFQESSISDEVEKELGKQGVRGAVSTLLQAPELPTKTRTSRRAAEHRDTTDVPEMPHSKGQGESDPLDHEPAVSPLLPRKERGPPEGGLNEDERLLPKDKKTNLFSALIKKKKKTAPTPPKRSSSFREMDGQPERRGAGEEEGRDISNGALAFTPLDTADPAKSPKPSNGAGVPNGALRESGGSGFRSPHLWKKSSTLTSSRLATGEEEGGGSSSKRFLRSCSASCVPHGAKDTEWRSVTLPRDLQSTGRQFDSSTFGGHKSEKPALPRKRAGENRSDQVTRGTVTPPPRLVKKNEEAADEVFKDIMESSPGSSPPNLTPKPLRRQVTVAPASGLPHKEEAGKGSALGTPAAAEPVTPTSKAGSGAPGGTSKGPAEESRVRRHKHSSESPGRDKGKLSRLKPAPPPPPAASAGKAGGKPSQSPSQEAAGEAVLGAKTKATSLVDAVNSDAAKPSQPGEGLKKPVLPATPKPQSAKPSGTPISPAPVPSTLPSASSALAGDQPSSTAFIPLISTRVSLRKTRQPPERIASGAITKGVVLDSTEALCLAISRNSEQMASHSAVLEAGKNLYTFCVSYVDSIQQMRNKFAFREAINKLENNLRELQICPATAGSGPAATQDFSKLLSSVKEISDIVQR
Target sequence (Q13671 whole entry, looked up): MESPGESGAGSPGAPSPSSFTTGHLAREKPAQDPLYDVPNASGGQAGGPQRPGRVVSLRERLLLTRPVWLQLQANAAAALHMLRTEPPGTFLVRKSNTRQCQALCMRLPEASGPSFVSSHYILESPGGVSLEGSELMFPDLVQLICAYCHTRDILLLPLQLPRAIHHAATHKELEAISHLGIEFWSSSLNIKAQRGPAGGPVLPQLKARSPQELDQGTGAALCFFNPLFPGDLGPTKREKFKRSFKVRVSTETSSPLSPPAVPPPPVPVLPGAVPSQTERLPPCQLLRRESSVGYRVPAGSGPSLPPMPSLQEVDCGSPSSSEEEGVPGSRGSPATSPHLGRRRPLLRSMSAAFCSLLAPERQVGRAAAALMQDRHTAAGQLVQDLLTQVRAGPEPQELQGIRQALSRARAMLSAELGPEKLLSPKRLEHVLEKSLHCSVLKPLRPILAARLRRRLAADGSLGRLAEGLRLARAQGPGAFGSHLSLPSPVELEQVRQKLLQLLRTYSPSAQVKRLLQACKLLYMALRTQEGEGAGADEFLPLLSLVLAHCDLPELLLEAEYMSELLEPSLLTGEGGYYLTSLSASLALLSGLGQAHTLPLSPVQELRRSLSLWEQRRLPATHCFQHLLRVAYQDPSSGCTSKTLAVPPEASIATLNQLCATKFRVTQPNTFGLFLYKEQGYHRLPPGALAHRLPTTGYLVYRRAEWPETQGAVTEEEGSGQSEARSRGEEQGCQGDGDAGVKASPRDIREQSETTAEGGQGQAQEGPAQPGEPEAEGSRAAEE
MT1-MMP act inh – blockers of MT1-MMP proenzyme processing, primary screen, HT1080 RFP-PRO-GFP cells, GFP/RFP fluorescence; GFP/RFP ratio fluorescence, overnight; percent of plate control window, DMSO zero; Matrix metalloproteinase-14 (Homo sapiens), P50281; GFP/RFP ratio change, % at 20 µM; hit rate 0.061% among 360,000;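 active = GFP/RFP ratio change of at least 30% with cell ATP level not reduced by more than half and red fluorescence within 50% of control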; also: strong numbers were not always called active
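Compound: 20 µM single dose, 1% DMSO / System: HT1080 RFP-PRO-GFP cells / Controls: DMSO and RFP-L50D-GFP cell wells / Read-out basis: GFP/RFP fluorescence ratio / Schedule: overnight compound exposure at 37 °C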
Rpn11 inh – Rpn11 (PSMD14) deubiquitinase inhibitors, primary screen, biochemical, fluorescence polarization, uHTS. human 26S proteasome, Ub4-pepOG fluorescence polarization; 20S core pre-blocked with epoxomicin. hit rate 0.59% among 360,000. calls only at 20 µM. 26S proteasome non-ATPase regulatory subunit 14 (Homo sapiens), O00487;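 active = inhibition at 20 µM, scaled to each plate's controls, above about 33%, limit read from the data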
MsrA act – bovine MsrA enzyme activators, primary screen, biochemical, absorbance, HTS; Methionine sulfoxide reductase A (Bos taurus); purified bovine MsrA, absorbance read-out; activation, % at 10.6 µM; hit rate 0.3% among 360,000; AID 602163, 2012; in the data active = activation above about 7.5%;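 also: 0% = vehicle and 100% = reference activator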
Numbers without * were called inactive; i = inactive; / = not tested or not shown.

Each structure is followed by: CSN inh	Rpn11 inh	PABP1 MLLE inh	MsrA inh	FAS-TE inh	MT1-MMP act inh	eLon inh	MsrA act	Rin1-Abl PPI inh
> O=[N+]([O-])c1ccc(CNc2ccc(F)cc2)s1
 : 0.1	i	-8.9	1.1	-4.7	0.1	3.1	1.6	0.8
> C=CCNc1nc2ccccc2nc1NS(=O)(=O)c1ccc(OC)cc1
 : 1.8	i	9.1	2.2	-2.7	-2.9	7.8	-3.2	0.7
> CCc1cccc(OCCCCN(CC)CC)c1
 : 1.9	i	8.2	0.6	1.1	-2.0	-21.1	1.6	-0.6
> CC1(C)CC(=Cc2ccccc2[N+](=O)[O-])C(=O)c2ccccc21
 : -1.7	i	-16.4	0.4	20.3	-2.6	-13.0	0.4	-0.3
> Cc1ccc(NC(=O)CCc2c(C)nn(-c3ccc(N4CCOCC4)nn3)c2C)cc1
 : -3.0	i	-5.0	0.1	-5.1	0.0	3.5	-6.5	-2.5
> CC(C)(C)c1ccc(/C=C/C(=O)NCCCn2ccnc2)cc1
 : 3.1	i	11.9	-0.4	11.5	0.8	-1.4	-1.8	-1.7
> c1ccc(NC2=NCCN2CC2CCCCCC2)cc1
 : -2.5	i	7.0	0.0	-8.9	-1.6	-0.9	1.7	1.4
> Cn1nc(C(=O)Nc2ccc(-n3cnnn3)cc2)c2ccccc2c1=O
 : 0.8	i	-93.6	0.1	-8.4	4.1	-4.3	-2.9	-4.9
> Cc1cccn2c(=O)c3cc(C(=O)NCCC4=CCCCC4)n(C)c3nc12
 : -3.1	i	2.8	0.4	-4.5	-2.3	-7.6	-4.3	2.7
> Fc1ccccc1CSc1ncn[nH]1
 : -2.3	i	3.8	0.0	-9.9	-3.1	-2.4	-7.9	-0.5
> O=C(O)CCCNC(=O)CCCNC(=O)C(c1ccccc1)c1ccccc1
 : -13.4	i	-5.8	0.2	-3.9	-0.1	14.4	-0.9	0.7
> Cn1c(Cn2nnc3ccccc32)nnc1SCC(=O)NCc1ccc2c(c1)OCO2
 : 0.9	i	-3.5	0.5	-4.2	-0.7	0.3	-2.5	4.4
> CCOC(=O)Cn1nc(C)n(-c2ccc(C)cc2)c1=O
 : 6.6	i	-5.0	1.6	-8.6	1.7	-4.6	-1.4	-3.1
> CCN(Cc1ccccc1)C(=O)CCS(=O)(=O)c1ccc2c(c1)oc(=O)n2C
 : 0.3	i	13.1	0.0	1.6	2.2	13.9	-1.2	-4.2
> CCc1nc2ccccc2n1CC(=O)OCC(=O)N(CC(C)C)c1c(N)n(Cc2ccccc2)c(=O)[nH]c1=O
 : -1.0	i	-33.0	-0.2	-5.7	1.0	-5.4	-1.0	5.0

Additional records.
Each structure is followed by: CSN inh	Rpn11 inh	PABP1 MLLE inh	MsrA inh	FAS-TE inh	MT1-MMP act inh	eLon inh	MsrA act	Rin1-Abl PPI inh
> CCOc1ccccc1OCCCC(=O)OCC(=O)Nc1cccc(Cl)c1
 : 0.7	i	-7.6	1.6	11.5	-0.5	0.4	-1.0	1.9
> CC(=O)c1cccc(NC(=O)c2cnn3ccccc23)c1
 : -2.8	i	4.0	1.6	2.4	-1.8	-2.0	-6.7	2.1
> COC(=O)c1ccccc1N=Nc1c(C)[nH][nH]c1=O
 : -4.9	i	4.7	1.2	-4.3	4.5	2.4	-1.6	-1.2
> CCOc1ccc(S(=O)(=O)NCCC(=O)N2CCN(c3ccc(OC)cc3)CC2)cc1
 : 1.0	i	-5.0	-0.1	3.7	-1.2	-3.1	-2.0	0.3
> O=C(N[C@@H]1C/C=C\C[C@H](CC(=O)N(CCO)Cc2ccccc2)C(=O)N[C@@H](Cc2c[nH]c3ccccc23)COC1=O)OCC1c2ccccc2-c2ccccc21
 : 3.6	i	-12.2	-1.7	2.7	-0.8	-5.3	-1.3	1.9
> Cc1ccc(Nc2ncnc3sc(C)c(C)c23)cc1
 : -2.0	i	6.9	1.0	10.3	0.9	-6.0	-4.4	0.1
> COc1cccc(-n2cnc3sc4c(c3c2=O)CCC4)c1
 : -0.8	i	-0.7	0.6	-7.7	-0.6	-3.1	-4.3	-0.4
> Cc1ncc(CN2CCCC(C(=O)Nc3ccc(-c4ccco4)cc3)C2)n1C (centres undefined)
 : 0.9	i	13.2	0.6	-5.6	3.0	-21.9	-2.1	-5.8
> C#CC1(NC(=O)NCCCC)CCCCC1
 : 5.2	i	4.8	0.7	-12.7	-3.2	-2.5	-2.3	-1.9
> O=C(CN1CCN(c2cccc(Cl)c2)CC1)NCc1ccccc1
 : -4.4	i	0.0	0.8	0.2	1.2	-2.7	-6.6	1.3
> CCOC(=O)CSc1nnc(NC(=O)c2cc([N+](=O)[O-])cc([N+](=O)[O-])c2)s1
 : -9.9	i	-29.4	2.1	44.3	5.1	-0.7	-1.4	-1.9
> Cc1ccc(C(=O)N/C(=C\c2ccc3c(c2)OCO3)C(=O)N2CCOCC2)cc1
 : -4.6	i	5.7	2.8	-4.7	1.7	-8.2	-4.5	-1.8
> CCOC(=O)C1C(=O)C=C(C)C(C(=O)OCC)C1c1cccc([N+](=O)[O-])c1 (centres undefined)
 : -4.4	i	-4.7	4.6*	5.4	2.2	-0.9	1.3	0.5
> C=CCOc1ccc(CN(C)C(=O)CNC(=O)c2ccc(-c3ccccc3)cc2)cc1
 : 2.2	i	2.5	-0.1	14.3	6.4	-4.0	-4.3	1.3
> COc1ccc(C(CNC(=O)CNS(=O)(=O)c2ccc(NC(C)=O)cc2)N2CCOCC2)cc1 (centres undefined)
 : 1.9	i	22.3	0.3	-7.0	-0.3	8.2	-1.6	1.3

(more compounds)
Each structure is followed by: CSN inh	Rpn11 inh	PABP1 MLLE inh	MsrA inh	FAS-TE inh	MT1-MMP act inh	eLon inh	MsrA act	Rin1-Abl PPI inh
> COc1cccc(OCC(O)CNC(C)c2ccccc2)c1 (centres undefined)
 : 7.7	i	4.2	-0.4	-2.4	-2.4	2.6	-7.3	-2.5
> COc1ccccc1CNC(=O)CN1C(=O)COc2ccc(S(=O)(=O)N3CCCCC3)cc21
 : -0.3	i	10.9	-0.7	2.0	-3.9	3.9	-1.9	1.9
> C=CCn1c(SCC(=O)c2ccc(Cl)cc2)nnc1-c1ccc2c(c1)OCO2
 : 2.1	i	-4.1	-0.2	19.7	3.0	6.1	0.2	5.0
> Oc1ccc(/C=N/Nc2ccccc2)cc1
 : -7.5	i	11.2	0.3	1.4	0.8	5.8	-5.1	-0.1
> O=C(COC(=O)c1cccs1)NCc1ccccc1
 : -2.3	i	-4.2	0.7	-5.1	9.4	6.7	3.5	0.3
> CC(=O)N1CCc2cc(S(=O)(=O)NCCC(=O)NCCc3ccccc3)ccc21
 : 0.8	i	-6.0	0.7	-4.5	-6.6	-3.1	-1.2	1.2
> COc1ccc(S(=O)(=O)N(C)C)cc1NCC(=O)Nc1ccc(Br)c(C)c1
 : -1.1	i	-26.5	-1.2	36.4	1.9	-2.5	-1.2	-4.1
> O=C1c2cccnc2C(Nc2ccc(S(=O)(=O)N3CCCCC3)cc2)N1Cc1ccccc1 (centres undefined)
 : 0.3	i	6.9	0.4	8.0	-9.3	0.7	-1.2	-7.0
> Cc1ccc(NC(=O)COC(=O)CNC(=O)C2CCCCC2)c(Br)c1
 : -6.6	i	4.8	0.3	-2.0	0.5	13.3	-1.9	0.9
> CCC1(c2ccc(F)cc2)NC(=O)N(CC(=O)Nc2ccc(S(N)(=O)=O)cc2)C1=O (centres undefined)
 : 2.1	i	-23.2	-0.2	-0.6	0.3	-3.7	-1.0	2.5
> O=c1[nH]c(C2CCCN(S(=O)(=O)c3ccccc3)C2)nc2c1nnn2Cc1ccc(OC(F)(F)F)cc1 (centres undefined)
 : 4.6	i	-0.6	0.5	7.0	1.8	-2.2	-1.3	0.6
> COc1ccc(C(=O)Nc2ccccc2NC(=O)c2ccco2)cc1OC
 : -7.4	i	5.1	0.4	-4.2	-0.1	-5.4	1.7	1.1
> COc1cccc(OC)c1C(=O)Nc1cc(C)nn1-c1nc2ccccc2[nH]1
 : 6.2	i	17.5	0.3	32.6	-12.3	8.5	-5.5	0.4
> O=C(CCCCC(=O)NN=Cc1ccc(Cl)cc1)NN=Cc1ccc(Cl)cc1
 : -1.7	i	-0.5	-1.0	3.2	2.0	5.5	-6.0	5.8
> O=C(NC(=S)N1CCN(c2ccc(Cl)cc2[N+](=O)[O-])CC1)c1cccs1
 : 5.3	i	13.2	/	14.4	4.2	2.6	-0.7	-2.0

Continued.
Each structure is followed by: CSN inh	Rpn11 inh	PABP1 MLLE inh	MsrA inh	FAS-TE inh	MT1-MMP act inh	eLon inh	MsrA act	Rin1-Abl PPI inh
> COc1ccc(Cc2n[nH]c(=S)n2-c2ccc3c(c2)OCCO3)cc1
 : 0.2	i	5.9	0.5	-0.8	-1.7	14.2	0.8	-1.4
> COCc1cc(C)nc(SCC(=O)Nc2ccc(C)c(C)c2)c1C#N
 : 12.3	i	15.6	-1.5	-2.7	-4.8	3.3	-5.3	-5.6
> COc1ccc(/C=N\NC(=O)C2C(=O)NCC2c2ccccc2)cc1O (centres undefined)
 : -10.7	i	-4.8	1.0	-2.4	-0.9	-4.6	-2.7	-0.4
> Cc1cccc(N2CCN(C(=O)C3CCC(=O)N(C4CC4)C3)CC2)c1C (centres undefined)
 : -0.9	i	4.9	0.1	-4.3	-1.7	7.4	-2.6	-5.1
> C=CCOc1ccc(C2=NOC(C(=O)Nc3ccc4c(c3)OCCO4)C2)cc1OC (centres undefined)
 : -3.5	i	3.0	0.3	6.0	-0.2	-0.5	-3.9	1.8
> COCCNC(=O)/C(C#N)=C/c1c(N2CCN(c3ccc(OC)cc3)CC2)nc2c(C)cccn2c1=O
 : 0.3	i	-7.8	0.3	9.1	-1.4	2.7	-0.3	-3.7
> Cn1c(CCNC(=O)C2CCCCC2)nc2cc([N+](=O)[O-])ccc21
 : -9.4	i	-2.4	3.7	12.6	-4.5	-0.1	-1.9	-7.0

As a short view, 5 of the compounds above.
Each structure is followed by: CSN inh	Rpn11 inh	PABP1 MLLE inh	MsrA inh	FAS-TE inh	MT1-MMP act inh	eLon inh	MsrA act	Rin1-Abl PPI inh
> COc1ccc(/C=N\NC(=O)C2C(=O)NCC2c2ccccc2)cc1O (centres undefined)
 : -10.7	i	-4.8	1.0	-2.4	-0.9	-4.6	-2.7	-0.4
> Cc1cccc(N2CCN(C(=O)C3CCC(=O)N(C4CC4)C3)CC2)c1C (centres undefined)
 : -0.9	i	4.9	0.1	-4.3	-1.7	7.4	-2.6	-5.1
> C=CCOc1ccc(C2=NOC(C(=O)Nc3ccc4c(c3)OCCO4)C2)cc1OC (centres undefined)
 : -3.5	i	3.0	0.3	6.0	-0.2	-0.5	-3.9	1.8
> COCCNC(=O)/C(C#N)=C/c1c(N2CCN(c3ccc(OC)cc3)CC2)nc2c(C)cccn2c1=O
 : 0.3	i	-7.8	0.3	9.1	-1.4	2.7	-0.3	-3.7
> Cn1c(CCNC(=O)C2CCCCC2)nc2cc([N+](=O)[O-])ccc21
 : -9.4	i	-2.4	3.7	12.6	-4.5	-0.1	-1.9	-7.0

Screening results: PubChem BioAssay, several laboratories

Outcome played no part in choosing rows; about 3.7% have a hit in one of these screens.
